# Assay outcomes as filed in PubChem.
# SUMO1 PPI mod – modulators of SUMO1 protein-protein interactions, primary screen, biochemical, uHTS; AID 602429, 2012; Small ubiquitin-related modifier 1 (Homo sapiens), P63165; hit rate 0.33% among 360,000; inhibition, % at 20 µM; SUMO1 binding to a labelled peptide, TR-FRET, 1 h; in the data active = inhibition above about 37%
# Target sequence (P63165 whole entry, looked up): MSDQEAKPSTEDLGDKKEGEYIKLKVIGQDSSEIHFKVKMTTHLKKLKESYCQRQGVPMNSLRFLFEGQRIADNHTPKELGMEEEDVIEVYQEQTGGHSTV
# Scp1 inh – Scp-1 phosphatase inhibitors, primary screen, biochemical, colorimetric, uHTS. inhibition, % at 20 µM. hit rate 0.88% among 340,000. Carboxy-terminal domain RNA polymerase II polypeptide A small phosphatase 1 (Homo …. Recombinant Scp1, phosphopeptide, malachite green phosphate absorbance. AID 493091, 2011;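 active = inhibition above about 50% at 20 µM, limit read from the data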;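 note: plate controls were DMSO wells with enzyme for no effect and wells lacking enzyme for full effect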
# Target sequence (Q9GZU7 76-261 limits assumed): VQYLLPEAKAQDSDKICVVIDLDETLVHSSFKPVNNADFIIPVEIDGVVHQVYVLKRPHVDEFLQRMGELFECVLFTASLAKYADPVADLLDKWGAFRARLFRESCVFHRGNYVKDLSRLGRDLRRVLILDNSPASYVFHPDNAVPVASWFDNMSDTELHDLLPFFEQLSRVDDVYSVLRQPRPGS
#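 System: truncated SCP-1 phosphatase (76-261aa); medium: Tris acetate buffer pH 5.5 with MgCl2 and Tween-20; incubation: 45 min room-temperature reaction, 5 min colour, 30 min stabiliser; compound: single 20 µM dose, 1% DMSO; reagent: Phosphorylated 17-residue peptide substrate; read-out: % inhibition at 20 µM; technique: colorimetric free-phosphate detection, absorbance 630 nm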
# MT1-MMP act inh – blockers of MT1-MMP proenzyme processing, primary screen, HT1080 RFP-PRO-GFP cells, GFP/RFP fluorescence | GFP/RFP ratio fluorescence, overnight; percent of plate control window, DMSO zero | GFP/RFP ratio change, % at 20 µM | hit rate 0.061% among 360,000 | AID 651647, 2012;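 active = GFP/RFP ratio change of at least 30% with cell ATP level not reduced by more than half and red fluorescence within 50% of control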; note: strong numbers were not always called active
#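 Assay system: RFP-PRO-GFP reporter HT1080 cells; read-out basis: GFP/RFP fluorescence ratio; benchmarks: DMSO wells and RFP-L50D-GFP cells; doses: 20 µM single dose, 1% DMSO; schedule: overnight cell settling, then overnight compound exposure, 37 °C, 5% CO2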
# DNMT1 inh – human DNMT1 methyltransferase inhibitors, primary screen, biochemical, molecular beacon, fluorescence, HinP1I cleavage, uHTS. DNA (cytosine-5)-methyltransferase 1 (Homo sapiens), P26358. inhibition (reported as % activation of signal), % at 10 µM. hit rate 0.83% among 360,000. AID 588458, 2011; in the data active = inhibition above about 50%
# STEP inh – STEP phosphatase inhibitors, primary screen, biochemical, fluorescence intensity, uHTS | AID 588621, 2011 | hit rate 0.25% among 360,000 | Tyrosine-protein phosphatase non-receptor type 5 (Homo sapiens), P54829 | inhibition, % at 20 µM | recombinant STEP, OMFP fluorogenic substrate;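 active = inhibition at 20 µM, scaled per plate between control wells, above about 37%, limit read from the data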;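 note: 0% = DMSO with enzyme and substrate and 100% = substrate only without enzyme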
#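 System: STEP (striatal-enriched tyrosine phosphatase) enzyme, cell-free; medium: Bis-Tris pH 6.0 buffer with DTT, detergent; dosing: 20 µM, 1% DMSO; times: reaction 20 min, ambient temperature; detection: fluorescence, 480/540 nm; read-out basis: normalized % inhibition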
# Rpn11 inh – Rpn11 (PSMD14) deubiquitinase inhibitors, primary screen, biochemical, fluorescence polarization, uHTS; calls only at 20 µM; hit rate 0.59% among 360,000; 26S proteasome non-ATPase regulatory subunit 14 (Homo sapiens), O00487; human 26S proteasome, Ub4-pepOG fluorescence polarization; 20S core pre-blocked with epoxomicin;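 active = inhibition at 20 µM, scaled to each plate's controls, above about 33%, limit read from the data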
# Target sequence (O00487 whole entry, looked up): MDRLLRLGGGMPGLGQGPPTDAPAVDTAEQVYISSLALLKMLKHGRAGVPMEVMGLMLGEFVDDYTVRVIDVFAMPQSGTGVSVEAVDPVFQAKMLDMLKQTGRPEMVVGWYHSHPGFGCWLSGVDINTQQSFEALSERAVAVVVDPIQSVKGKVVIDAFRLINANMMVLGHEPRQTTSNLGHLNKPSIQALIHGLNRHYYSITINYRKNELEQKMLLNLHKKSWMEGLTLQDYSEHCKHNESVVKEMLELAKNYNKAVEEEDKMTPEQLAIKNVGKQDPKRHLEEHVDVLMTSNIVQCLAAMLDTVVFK
# CendR NRP1 mod – modulators of CendR peptide binding to NRP-1, primary screen, biochemical, fluorescence polarization, uHTS. Neuropilin-1 (Homo sapiens), O14786. FAM-RPARPAR peptide binding to NRP-1. inhibition, % at 25 µM. hit rate 0.85% among 360,000;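 active = inhibition or corrected inhibition above about 18%, plus a signal ratio from 0.5 to 1.5, limit read from the data, passing the limit was not always enough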; note: strong numbers were not always called active
# SKN-1 block – suppressors of acrylamide-induced Pgst-4::GFP reporter in worms, primary screen, SKN-1 inhibitor project, whole organism, uHTS, GFP/RFP fluorescence ratio, strain VP596 | C. elegans VP596 Pgst-4::GFP/RFP ratio, 24 h | inhibition, % at 21.8 µM | hit rate 0.49% among 360,000;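 active = interference check ratio from 0.5 to 1.5 plus GFP to RFP signal ratio inhibition reaching or exceeding a fixed threshold, cut at about 30% in these data, passing the limit was not always enough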; note: some compounds called inactive have numbers as strong as hits
# LMPTP block – LMPTP phosphatase inhibitors, primary screen, biochemical, fluorescence intensity, uHTS; recombinant LMPTP-A, OMFP fluorogenic substrate; inhibition, % at 20 µM; hit rate 0.22% among 360,000; AID 651560, 2012;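 active = compounds that cut the enzyme signal by at least half of the control window in the single-dose screen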;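 note: plate controls were DMSO wells with enzyme plus substrate for no effect and substrate without enzyme for full effect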
# Target sequence (P24666 whole entry, looked up): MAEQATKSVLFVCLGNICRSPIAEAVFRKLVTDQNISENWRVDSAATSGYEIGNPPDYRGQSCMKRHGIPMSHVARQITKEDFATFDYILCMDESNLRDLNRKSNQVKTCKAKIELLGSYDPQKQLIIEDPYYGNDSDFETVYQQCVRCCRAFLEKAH
#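 Assay system: LMPTP-A enzyme. Input: 0.625 nM LMPTP-A final. Probe or stimulus: 400 µM OMFP. Compound dosing: single 20 µM dose. Schedule: 50 min dark incubation at room temperature. Detection: fluorescence intensity of OMFP turnover product. Read-out: percent inhibition versus substrate-only and uninhibited controls. Benchmarks: no-enzyme low control, uninhibited high control.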
# NadD inh – inhibitors of S. aureus NadD, primary screen, biochemical, colorimetric, uHTS; purified NadD enzyme, colorimetric absorbance read-out; Nicotinate-nucleotide adenylyltransferase NadD (Staphylococcus aureus N315); hit rate 0.78% among 360,000; inhibition, % at 20 µM; AID 602399, 2012; in the data active = inhibition above about 26%; note: some compounds past the cut are filed as inactive
# Numbers without * were called inactive; i = inactive; . = no result given; + = active, no number; & = joins results of further samples; ! = a repeat was not active.
# Fields – SKN-1 block, LMPTP block, MT1-MMP act inh, NadD inh, DNMT1 inh, Rpn11 inh, CendR NRP1 mod, SUMO1 PPI mod, STEP inh, Scp1 inh
> COc1ccc(/C(O)=C2/C(=O)C(=O)N(CC3CCCO3)C2c2ccc(O)c(OC)c2)cc1 (stereo not given)
    -13, -0.3, 3, 12, -6, i, 2, -6, 1, -3
> CCCCOc1ccccc1C1NC(=O)CCC1[N+](=O)[O-] (stereo not given)
    -6, -1.2, -5, 0, 2, i, 8, 2, -2, -9
> Cc1cc(C)n(CC(=O)N/N=C/c2ccc([N+](=O)[O-])s2)n1
    5, 0.1, -7, -4, -5, i, 7, -31, -1, -8
> CC(=O)Nc1ccc(NC(=O)c2ccc(COc3ccccc3Br)o2)cc1
    4, 0.6, 12, -11, -3, i, 5, 1, -2, -13
> CCOC(=O)c1c(-c2ccc(C)s2)csc1NC(=O)c1cccs1
    12, 1.2, 5, 2, 4, i, 0, 13, 2, -8
> Cc1ccc(N(CC(=O)NCc2ccco2)C(=O)CNS(=O)(=O)c2ccc(F)cc2)c(C)c1
    -8, -0.7, -1, -4, 0, i, -10, -1, 2, 8
> O=c1c2c(nc3c(-c4cccc5ccccc45)c[nH]n13)CCC2
    17, 1.0, -8, 7, 1, i, -4, 1, 2, 9
> CC(=O)Nc1ccc(N2C(C(C)=O)=NN(c3ccccc3)C2c2cccs2)cc1 (stereo not given)
    9, 0.1, -5, -2, -7, i, -4, 2, 1, -4
> CC1=C[C@@H](C)[C@@H](c2ccc(C(F)(F)F)cc2)OC1=O
    21, -1.5, 4, 1, 3, i, 16, -2, 2, -11
> CC1(C)NC(=O)N(CCCOc2ccccc2Br)C1=O
    3, -1.4, 7, -2, 6, i, -6, -1, -10, 7

# Given with tabs: 3 of the compounds above.
structure	SKN-1 block	LMPTP block	MT1-MMP act inh	NadD inh	DNMT1 inh	Rpn11 inh	CendR NRP1 mod	SUMO1 PPI mod	STEP inh	Scp1 inh
COc1ccc(/C(O)=C2/C(=O)C(=O)N(CC3CCCO3)C2c2ccc(O)c(OC)c2)cc1 (stereo not given)	-13	-0.3	3	12	-6	i	2	-6	1	-3
CC(=O)Nc1ccc(N2C(C(C)=O)=NN(c3ccccc3)C2c2cccs2)cc1 (stereo not given)	9	0.1	-5	-2	-7	i	-4	2	1	-4
Cc1ccc(N(CC(=O)NCc2ccco2)C(=O)CNS(=O)(=O)c2ccc(F)cc2)c(C)c1	-8	-0.7	-1	-4	0	i	-10	-1	2	8

# New compounds follow:
# Fields – SKN-1 block, LMPTP block, MT1-MMP act inh, NadD inh, DNMT1 inh, Rpn11 inh, CendR NRP1 mod, SUMO1 PPI mod, STEP inh, Scp1 inh
> CCOC(=O)Cn1c(=O)n(Cc2ccc(OC)cc2)c(=O)c2cccnc21
    -5, -0.2, -3, -2, 0, i, 8, 2, -1, -19
> COc1cc(N=c2ssnc2Cl)c(OC)cc1Cl
    20&9, 48*!, 4&4, 0&7, -4&-5, i, 5&16, -7&-7, 4&6, 2&23
> CC(C)n1nccc1N(Cc1ccc(Br)cc1)S(=O)(=O)c1ccccc1
    29, 3.3, -3, -5, -1, i, 8, 0, 1, -7
> Clc1ccc(-c2csc3ncnc(N4CCc5ccccc5C4)c23)cc1
    -4, 3.3, -18, 22, -3, i, 3, -5, 5, 12
> Cc1cccc(N2CCN(C(=O)Cc3c(C(=O)O)[nH]c4ccc(Cl)cc34)CC2)c1C
    -3, 0.1, 12, 18, -5, i, -3, 5, 1, -1
> Cc1nc(CCNC(=O)COc2ccccc2)cs1
    -3, -1.1, -1, -4, 1, i, -3, -2, -1, -9
> O=C(NCCO)c1ccc2nc(Cc3cccc(Cl)c3)oc2c1
    -2, -1.5, 1, 4, -1, i, 9, -1, -1, -7
> CCCCNc1nc(CC(C)=O)ns1
    25, 1.4, 2, -5, 0, i, 7, -1, -2, -1
> COc1ccc(S(=O)(=O)N2CCC(C(=O)N[C@H](C(=O)N3CCCC3)C(C)C)CC2)cc1
    14, -0.3, 2, -4, 2, i, 18, 3, 2, -9
> O=C(Cn1cc(C(F)(F)F)ccc1=O)N1CCc2ccccc2C1
    4, -1.5, -1, -4, -3, i, 14, -2, 0, -8
> CCCc1c(-c2ccc(F)cc2F)ncn1Cc1cccc(-c2ccccc2)c1
    -3, 8.5, -2, ., ., ., 8, 2, ., .
> CCc1nc2c(OCC(=O)C(C)(C)C)cccn2c1N(C)C(=O)C(C)C
    5, 2.6, 4, 1, 1, i, -1, 0, 2, .
> C[C@H]1C=C(C(=O)NCc2nc3ccccc3[nH]2)O[C@@H](OCCCCO)C1
    -3, -1.3, -5, -1, 1, i, 24, 2, -2, -14
> O=c1[nH][nH]c2c1C(c1ccc(F)cc1)OC(CCc1ccccc1)C2 (stereo not given)
    -8, -0.7, 6, 24, ., ., -6, 6, ., .
> CCN1CCN(C(=O)c2cc3nc(-c4ccccc4)cc(C(F)(F)F)n3n2)CC1
    12, -0.3, 10, -3, 0, i, 1, -12, -5, 0
> COc1ccc(NC(=S)N(Cc2cccnc2)Cc2ccco2)cc1
    -7, 1.0, 2, -1, -1, i, 11, 0, 1, 1
> O=C(NCCC(=O)N1CCN(c2ccccc2O)CC1)c1ccc(Br)cc1
    15, 2.2, -3, 2, -13, i, -3, -3, 0, 2
> CN(CC(=O)Nc1ccc(Cl)cc1)C(=O)CCc1c[nH]c2ccccc12
    5, 0.9, 2, -16, -3, i, -3, -1, 2, -15
> O=C(N/N=C/c1ccc2c(c1)OCO2)c1cc(-c2ccccc2)nc2ccccc12
    0, 0.8, 1, 10, -4, i, 26*, -4, -1, -1
> CSCc1nc2scc(-c3ccccc3)c2c(=O)[nH]1
    0, 0.0, 0, -2, 12, i, -11, 0, -3, 1

# Continued; it opens with the four that closed the last part.
# Fields – SKN-1 block, LMPTP block, MT1-MMP act inh, NadD inh, DNMT1 inh, Rpn11 inh, CendR NRP1 mod, SUMO1 PPI mod, STEP inh, Scp1 inh
> O=C(NCCC(=O)N1CCN(c2ccccc2O)CC1)c1ccc(Br)cc1
    15, 2.2, -3, 2, -13, i, -3, -3, 0, 2
> CN(CC(=O)Nc1ccc(Cl)cc1)C(=O)CCc1c[nH]c2ccccc12
    5, 0.9, 2, -16, -3, i, -3, -1, 2, -15
> O=C(N/N=C/c1ccc2c(c1)OCO2)c1cc(-c2ccccc2)nc2ccccc12
    0, 0.8, 1, 10, -4, i, 26*, -4, -1, -1
> CSCc1nc2scc(-c3ccccc3)c2c(=O)[nH]1
    0, 0.0, 0, -2, 12, i, -11, 0, -3, 1
> COc1cc([N+](=O)[O-])cc(/C=N/NC(=O)c2cncc(Br)c2)c1O
    -10, 3.0, -3, -2, -1, +, -82, -28, 6, -3
> CCOC(=O)c1cn(Cc2c(C)c(C)c(C)c(C)c2C)nn1
    3, -0.3, 4, -3, -7, i, 1, -1, -3, -11
> O=C(COC(=O)/C=C/c1cc(Br)ccc1F)Nc1ccc2[nH]c(=O)[nH]c2c1
    12, 0.9, 5, 5, 31, i, -14, 7, -1, -7
> NCCNC(=O)c1c(O)c2cccc3c2n(c1=O)CCC3
    1, -5.8, -4, -8, 5, i, 11, 4, 3, -3
> C[C@@H]1CCCCO[C@H](CN(C)C(=O)Nc2ccc(C(F)(F)F)cc2)[C@@H](C)CN([C@H](C)CO)C(=O)c2cc(NC(=O)Nc3ccc4c(c3)OCO4)ccc2O1
    -2, -0.3, 8, 6, -9, i, 9, 3, -2, .
> Cc1ccc(NC(=O)c2ccoc2C)cc1C
    13, 0.5, 1, -4, 19, i, -21, 0, -3, -5
> Cc1[nH]n(C(N)=S)c(=O)c1N=Nc1ccc(Br)cc1
    13, -0.4, 1, 7, -3, i, 12, -33, -2, -4
> CCOc1cc(/C=N/NC(=O)c2ccncc2)cc(Cl)c1OS(C)(=O)=O
    10, -1.8, 3, 0, 0, i, 0, -1, 0, -7
> O=C(CCC(=O)c1cccs1)NCc1ccncc1
    3, -0.9, -1, 3, -4, i, -5, -2, 0, -7
> CCOC(=O)N1CCN(CC(=O)c2c(C)[nH]c3ccccc23)CC1
    12, 0.4, -1, 4, -1, i, -1, 0, -2, -12
> COCCNC(=O)CSc1nc2cc3c(cc2c(=O)n1CCCC(=O)NCc1ccc(OC)cc1)OCO3
    0, -0.1, -2, 0, 1, i, -4, 2, 3, -9
> Cc1occc1-c1nnc(SCC(=O)Nc2c(F)cccc2F)n1C
    -11, 0.8, -3, 2, -1, i, 6, -1, 0, -2
> CSc1ccc(/C=C(\C#N)C(=O)NC2CCCCC2C)cc1 (stereo not given)
    2, -0.3, -10, -7, 1, i, 0, -6, -1, -7
> Nc1c(NCc2ccccc2)c(=O)[nH]c(=O)n1Cc1ccccc1
    -9, 3.8, 1, 8, -5, i, -4, -5, 1, 0
> COc1ccc(CNC(=O)C(=O)NCC2CCCO2)cc1 (stereo not given)
    1, -0.8, 1, -2, 0, i, 16, -1, -3, -3
> c1ccc(Oc2cccc3cccnc23)nc1
    -1, -1.1, 3, 2, 1, i, -13, -3, 0, -9
> COc1ccc(C(=O)N2N=C(c3ccc(NS(C)(=O)=O)cc3)CC2c2cccs2)cc1 (stereo not given)
    -5, 0.6, 4, -5, -5, i, -6, -13, -2, -15
> CN(C(=O)c1ccccc1C(=O)OCC(=O)Nc1ccccc1)c1ccccc1
    4, -0.5, 2, -8, 1, i, 2, 1, -2, -1
> Cc1cn(C2OC(CC(=O)Oc3ccccc3)C(O)C2O)c(=O)[nH]c1=O (stereo not given)
    7, -1.9, 2, -1, 1, i, -1, 1, 1, -8
